Screening data from PubChem BioAssay.
GAA inh = alpha-glucosidase (human) inhibition; purified human GAA, 4-MU-alpha-glucoside fluorescence; Potency, µM (top dose mostly 76.9 µM), without a hit: top-dose activity change, negative = inhibition, hits mostly inhibitors; P10253; AID 1466; 0.005% of 200,000 active;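 also: plate controls were uninhibited enzyme wells for no effect and no-enzyme background for full effect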
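Fluorescence at Ex 365/Em 440 nm from 4-methylumbelliferone reported enzyme activity after 20 min at room temperature. Reactions used 4 nM enzyme and 400 uM substrate at pH 5.0; curves fitted with the Hill equation.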
HTT cytoprotect = Huntington cell model cytoprotection by ATP luminescence | PC12 HTT-Q103 induced, cytoprotection, ATP luminescence, 40 h | Potency, µM (titrated, usually from 56.4 µM), inactives show cytoprotection (ATP increase), most hits filed as activators | 0.14% of 230,000 active;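 also: % of control where 0% means no effect; nearly all actives have a fitted effect of over 45% in size; toxic huntingtin expression switched on by the ecdysone agonist tebufenozide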
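Quantitative HTS on tebufenozide-induced (100 nM) PC12 cells expressing HTTQ103 exon 1–GFP; compounds tested as a concentration series; survival measured via cellular ATP.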
GoLoco inh red = inhibitors of human Gai1-RGS12 GoLoco interaction (red fluorophore); Potency, µM (series often up to 61.6 µM), without a hit: at the highest dose activity, negative = inhibition, hits mostly inhibitors; AID 880; 0.44% of 230,000 active; Gai1:RGS12 GoLoco peptide FP, rhodamine, 10 min; active = well fitted inhibition curve with a large enough effect, not every such curve was filed as active; inactive = no such curve, though single readings can be large or run the other way; also: % is scaled to controls: 0 for no effect and ±100 for the full control effect; nearly all actives have a fitted effect of over 30% in size; many of its hits are not listed in these tables
Target sequence (P63096 whole entry, looked up): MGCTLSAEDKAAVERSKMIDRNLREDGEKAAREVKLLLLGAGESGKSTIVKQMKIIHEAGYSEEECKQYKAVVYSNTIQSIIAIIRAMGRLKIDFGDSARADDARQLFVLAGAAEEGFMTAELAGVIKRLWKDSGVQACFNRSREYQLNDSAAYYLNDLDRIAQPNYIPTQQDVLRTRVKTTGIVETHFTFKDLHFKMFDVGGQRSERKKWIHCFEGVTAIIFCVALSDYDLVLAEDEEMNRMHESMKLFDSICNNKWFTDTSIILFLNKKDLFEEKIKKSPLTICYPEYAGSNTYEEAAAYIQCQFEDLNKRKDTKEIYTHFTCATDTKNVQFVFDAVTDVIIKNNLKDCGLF
IMPase Li cell = membrane-permeable IMPase blocker, potentiated with lithium. CHO-M1 cells, IP1 TR-FRET (IP-One), carbachol + lithium. Potency, µM (series often up to 59.4 µM), for the others: at the top dose activity, negative = IMPase inhibition, actives largely listed as inhibitors. 0.35% of 210,000 active;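 also: IP1 builds up when IMPase is blocked and the TR-FRET signal falls; plate controls were basal vehicle for no effect and high inhibitor control for full effect; nearly all actives have a fitted effect of over 50% in size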
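CHO cells stably expressing M1 receptor (2000/well, cultured 16–30 h) treated 30 min at 37C with compound plus low lithium. Cytosolic IP1 by TR-FRET (665/620 ratio and 620 channel) after 10 min lysis; AC50 by Hill fit.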
GAA glycogen mod = GAA glycogen-cleavage inhibition or activation; recombinant GAA, glycogen substrate, Amplex Red glucose oxidase fluorescence; Potency, µM (doses to about 76.4 µM), for the others: at the top dose activity change, negative = inhibition, usual class: inhibitors; 0.38% of 300,000 active;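 also: 0% = full enzyme reaction and -100% = no-enzyme basal signal; the screen sought inhibitors and activators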
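qHTS, 1536-well; enzyme 4 nM final; cpd up to 77 uM; substrate bovine liver glycogen 30 ug; 50 mM citrate/phosphate pH 5.0, 0.01% Tween-20; 37 C, 40 min; Amplex Red detection 45 min RT; Hill fit → AC50.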
aGlu spleen mod = lysosomal alpha-glucosidase (human) modulation; human spleen homogenate, 4-MU-alpha-glucoside fluorescence; Potency, µM (titrated, usually from 79.9 µM), inactives show top-dose activity change, negative = inhibition, hits mostly inhibitors; 0.006% of 240,000 active;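 also: 0% = enzyme with vehicle and -100% = no enzyme basal signal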
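Human spleen homogenate (1 ug) incubated with compounds and 1 mM 4-methylumbelliferyl-alpha-D-glucopyranoside in pH 5.0 citrate/phosphate buffer, 37 C, 40 min. Stopped at pH 10; 4-MU fluorescence (Ex 365/Em 440 nm); AC50 by Hill fit.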
HTT aggregate = mutant huntingtin aggregation inhibition; PC12 HttQ103-GFP aggregates, Acumen cytometry, 40 h; Potency, µM (doses to about 46.1 µM), for the others: at the highest dose activity change, negative = inhibition, most hits filed as inhibitors; 1.1% of 220,000 active; also: % is scaled to controls: 0 for no effect and ±100 for the full control effect; nearly all actives have a fitted effect of over 60% in size
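Steps: seed 1500 PC12 HTTQ103-GFP cells/well; add tebufenozide, 100 nM final; add compound titration; add ATPLite reagent; quantify GFP aggregates by laser scanning cytometry.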
An asterisk follows results filed as active; u = inconclusive; x = no result given; [ ] = another dose, or the depositor's remark. Unless noted, calls follow the shape of the dose curve; as a rule, active = well fitted curve in the direction sought with a large enough effect; inconclusive = small, poorly fitted or top-dose-only effect, or another doubt; inactive = no such curve, though single readings can be large; an effect the other way counts as inactive or inconclusive. Potency is read from the fitted curve at half-maximal effect.

Value order: GoLoco inh red	GAA inh	aGlu spleen mod	HTT cytoprotect	IMPase Li cell	HTT aggregate	GAA glycogen mod
- N#CCCn1c(=O)c(-c2cccs2)nc2cnc(Oc3cccc(Cl)c3)nc21
    13%	x	15%	8%	u	x	x
- Cc1ccc(NC(=S)N2CCCN(Cc3ccc(F)cc3)C2)c(C)c1
    -1%	-6%	3%	4%	4%	9%	-8%
- Cc1ccc(-c2nc(SCC(=O)NCC3CCCO3)c(-c3ccc(C)cc3)[nH]2)cc1 (centres undefined)
    -6%	14%	-3%	x	0%	3%	14%[76.3 µM]
- CCOC(=O)C1CCN(C(=O)CSc2ccccc2Cl)CC1
    7%	4%	1%	12%[10 µM]	2%	-6%	4%
- Cc1cccc(C(=O)Nc2nccs2)c1[N+](=O)[O-]
    3%	5%	-2%	14%[10 µM]	3%	-10%	8%
- Cc1cc(NC(=O)c2cc(Cl)ccc2Cl)no1
    3%	14%	3%	3%	-12%[38.3 µM]	-5%	10%
- O=C(O)c1ccc(CSc2nnc(-c3cccnc3)n2-c2ccc(Br)cc2)cc1
    5%	-1%	6%	14%[10 µM]	-4%	16%	-2%
- COCCCNC(=O)c1c(N)n(-c2ccc3c(c2)OCO3)c2nc3ccccc3nc12
    -3%	1%	3%	-35%	11%[38.3 µM]	9%	-10%
- CCN(CC)CCCN=Cc1c(O)n(-c2cccc(C)c2)c(=O)c2ccccc12
    4%	x	-3%	12%[10 µM]	x	-6%[9.22 µM]	5%
- CCOC(=O)/C(C)=N/NC(=O)c1ccc([N+](=O)[O-])cc1
    8%	-9%	-1%	-45%[inhibitor]	5%	-14%	4%

Entries shown so far that contain a nitro group on carbon (two):
Value order: GoLoco inh red	GAA inh	aGlu spleen mod	HTT cytoprotect	IMPase Li cell	HTT aggregate	GAA glycogen mod
- Cc1cccc(C(=O)Nc2nccs2)c1[N+](=O)[O-]
    3%	5%	-2%	14%[10 µM]	3%	-10%	8%
- CCOC(=O)/C(C)=N/NC(=O)c1ccc([N+](=O)[O-])cc1
    8%	-9%	-1%	-45%[inhibitor]	5%	-14%	4%

(next part)
Value order: GoLoco inh red	GAA inh	aGlu spleen mod	HTT cytoprotect	IMPase Li cell	HTT aggregate	GAA glycogen mod
- CCOC(=O)c1nc(NCc2ccccc2F)c2ccccc2n1
    -3%	-1%	-1%	-47%[inhibitor]	-4%	7%	1%
- Cc1c(Cl)cccc1N/C(SCC(=O)N1CCCCCC1)=C(/C#N)c1nc2ccccc2s1
    24%	3%	8%	-19%[10 µM]	6%	u	13%
- COc1ccccc1/C=C1\CCCC2=C1Nc1nnnn1C2c1ccccc1OC (centres undefined)
    -7%	6%	-8%	0%[10 µM]	7%	12%[9.22 µM]	1%
- CC(=O)c1ccc(N2CCN(C(=O)c3cc(C)on3)CC2)cc1
    2%	-3%	-9%	6%	4%	9%	0%
- COC(=O)CSc1nc(N)c(NC(=O)c2ccc(OC)c(OC)c2)c(=O)[nH]1
    -5%	1%	-6%	0%[10 µM]	16%[38.3 µM]	10%	0%
- CCC(C)NC(=O)CSc1nc2cc3c(cc2c(=O)n1Cc1ccco1)OCO3 (centres undefined)
    -2%	-2%	-3%	-30%[inhibitor]	-9%	u	-8%
- CCOC(=O)CC(=O)CSc1nc2c(cc1C#N)CCCCCC2
    5%	10%	-4%	-25%	-18%[38.3 µM]	-4%	-3%
- COCC(=O)Nc1nnc(SCC(=O)NCc2cccs2)s1
    6%	-5%	-7%	-8%[10 µM]	1%[38.3 µM]	-22%[9.22 µM]	-14%
- Cc1nn2c(-c3ccncc3)ccnc2c1Br
    -1%	u	-2%	-4%[10 µM]	0%	-16%	4%
- CCCCCNc1nc2sc3c(c2c(=O)n1-c1cccc(Cl)c1)CCN(C)C3
    11%	x	-2%	9%[10 µM]	x	12%[9.22 µM]	18%
- Cc1ccccc1C1CC(c2cccs2)=NN1S(C)(=O)=O (centres undefined)
    45%[activator]	-5%	2%	15%[10 µM]	10%	-6%	-1%
- O=C(NC(C(=O)O)c1ccccc1)c1ccc(S(=O)(=O)N2CCOCC2)cc1 (centres undefined)
    6%	-5%	-9%	-7%[0.074 µM]	22%[38.3 µM]	-6%	0%
- Cc1occc1C(=O)Nc1cccc(C(=O)NCc2ccccc2)c1
    5%	2%	-3%	-29%[10 µM]	4%	u	-4%
- Cc1sc(N2C(=O)C3C4C=CC(C4)C3C2=O)c(C#N)c1C (centres undefined)
    0%	0%	-1%	-6%[0.074 µM]	-7%	u	2%
- COc1cc(C=C(c2nc3ccccc3s2)c2nc3ccccc3s2)cc(OC)c1O
    39%[activator]	-5%	-1%	14%[10 µM]	14%	24%	-8%
- Cc1ncoc1C(=O)Nc1ccc2c(c1)OCCO2
    6%	-2%	9%	-42%[inhibitor]	-3%[38.3 µM]	-25%	9%
- Cc1ccc(Cl)cc1NC(=O)Cn1cccc1
    4%	-15%	-7%	-5%	-2%[38.3 µM]	u	0%
- CC(=O)NCCn1c(SCC(=O)NCCc2ccc(S(N)(=O)=O)cc2)nc2ccccc2c1=O
    11%	5%	-3%	x	-8%	18%	21%
- CN(C)CC(=O)c1c[nH]c2ccccc12
    8%	0%	-7%	-2%	0%[38.3 µM]	-3%	-2%
- O=C(C1CCCN1S(=O)(=O)c1cccc2nsnc12)N1CCCCC1 (centres undefined)
    3%	x	0%	12%[10 µM]	x	-3%[9.22 µM]	-7%
- COc1ccc(-c2nc(CNS(=O)(=O)c3ccc(OC)c(OC)c3)cs2)cc1
    14%	0%	-2%	14%[10 µM]	24%[38.3 µM]	-5%	-4%
- CCCc1nnc(NC(=O)C(CC)OC(=O)c2cc(C)nc3ccccc23)s1 (centres undefined)
    -1%	1%	-10%	29%	-11%[38.3 µM]	-10%	5%
- O=S(=O)(NC1CCCCCCC1)c1cccs1
    x	-6%	-3%	-13%	x	-16%	-8%
- CC(=O)c1cccc(NC(=S)NCCC2=CCCCC2)c1
    2%	-2%	-1%	4%[10 µM]	5%	u	-8%
- NC(N)=NC(N)=Nc1c(F)c(F)c(F)c(F)c1F
    4%[14.2 µM]	x	x	13%[10 µM]	-1%	x	x
- Cn1c(Oc2ccc(Cl)cc2)c(C=O)c2ccccc21
    x	1%	-8%	3%	x	-7%	-18%
- CCCCCC1CCC(C(=O)NNC(=S)NCC)CC1 (centres undefined)
    12%	6%	5%	-24%	-2%[38.3 µM]	-8%	-13%
- Cc1nc(CSc2ccc(Cl)cc2)cc(NCc2ccccc2)n1
    -5%	-2%	-5%	-20%	53%[activator][38.3 µM]	-48%	-7%
- CN1CCCC1CCNS(=O)(=O)c1ccc(Br)cc1 (centres undefined)
    -2%	0%	-2%	2%[10 µM]	10%	9%	7%
- O=C(C1CC(c2ccc(F)cc2)=NO1)N1CCN(c2ccccc2)CC1 (centres undefined)
    -4%	-6%	5%	2%	-5%[38.3 µM]	-7%	14%
- CCCC(=O)c1ccc2c(c1)OCCO2
    -2%	-3%	-1%	-12%	23%[38.3 µM]	8%	-1%
- CCCC(=O)N(C1CC(C)C(C#N)(C#N)C1(C#N)C#N)N(C)C (centres undefined)
    11µM*	x	0%	u	x	u	6%
- Cc1cccc(CCNC(=O)CCc2nnc(CCc3ccccc3)o2)n1
    -8%	13%	-9%	-1%[10 µM]	7%	-4%[9.22 µM]	-6%
- O=C(Nc1ccccc1)Nc1ccccc1C(=O)NCCCN1CCOCC1
    3%	1%	4%	-3%[10 µM]	x	-12%[9.22 µM]	-5%
- CCOC(=O)c1ccc(Nc2nnc(C(C)(C)C)c(=O)[nH]2)cc1
    x	-4%	2%	-42%[inhibitor]	x	u	-1%
- O=C(NCc1cccs1)c1ccc(S(=O)(=O)N2CCCCC2)cc1
    3%	-5%	1%	-28%	-7%	-7%	3%
- COC(=O)c1ccc(C(NC(=O)OCc2ccccc2)/C(I)=C/[C@@H](C)C(=O)NCC2CC2)cc1 (some centres undefined)
    7%	x	-5%	-36%[inhibitor]	9%	x	x
- O=C(c1ccco1)N1CCC2(CCN(Cc3nccs3)CC2)CC1
    3%	x	-2%	11%	21%	x	x
- O=C(O)c1ccc(-n2c(=O)c3ccccc3c3ccccc3c2=O)cc1
    -37%	7%	-1%	6%[10 µM]	16%	-4%[9.22 µM]	4%
- COCCn1c(SCc2ccccc2Cl)nc2c1c(=O)[nH]c(=O)n2C
    5%	-14%	3%	-26%	4%[38.3 µM]	18%	6%
- COCCNC(=O)c1ccccc1NC(=O)c1ccc(OC)c(OC)c1
    1%	-5%	11%	1%	-10%[38.3 µM]	-9%	2%
- Fc1ccc(NC(=S)N/N=C/c2cccc(Br)c2)c(F)c1
    13%	1%	5%	-12%	6%[38.3 µM]	-6%	1%
- CC1(C)CC(=O)c2cnc(NC(=O)CSC(=S)N3CCCCC3)nc2C1
    -2%	x	3%	-6%[10 µM]	x	-7%[9.22 µM]	2%
- Cc1ccc(Oc2ncccc2NC(=O)CCCC(=O)O)c2c1CCC2
    72%[activator]	x	6%	-9%[10 µM]	x	-16%[9.22 µM]	10%
- c1ccc2c(-n3cnnn3)cccc2c1
    2%	6%	-5%	-12%[10 µM]	-14%[38.3 µM]	-23%	10%
- COc1ccc(-c2nc3cnc(N4CCOCC4)nc3n(C[C@H]3CCCO3)c2=O)cc1
    11%	x	4%	-30%[inhibitor]	-3%	x	x
- O=C(NC(=S)N1CCN(c2ccc(F)cc2)CC1)c1cccs1
    26%	-2%	2%	3%[10 µM]	14%	24%[9.22 µM]	-10%
- CCOc1ccc(N2C(=O)CC(N3CC(C)OC(C)C3)C2=O)cc1 (centres undefined)
    4%	-6%	-3%	-4%[10 µM]	22%[38.3 µM]	16%	3%
- Cc1cccc2cc3c(nc12)SC(=NCC1CCCO1)N(Cc1ccco1)C3 (centres undefined)
    x	3%	-7%	8%[10 µM]	x	-19%	-7%
- CCC(=O)Nc1c(C)ccc2nsnc12
    -2%	2%	3%	-8%[10 µM]	1%[38.3 µM]	-3%	-8%

Next section.
Value order: GoLoco inh red	GAA inh	aGlu spleen mod	HTT cytoprotect	IMPase Li cell	HTT aggregate	GAA glycogen mod
- C=CCSc1nnc(NC(=O)c2nc(SCC)ncc2Cl)s1
    -7%	3%	1%	-3%	17%[38.3 µM]	-2%	-9%
- O=C1CCCC(O)=C1C=Nc1cccc(C(F)(F)F)c1
    5%	10%	-10%	-33%	-5%	-13%	5%
- Cc1cc(-c2cc(N)n(-c3ccccc3)n2)c(C)n1C1CCCC1
    20%	-14%	-6%	-1%[4.97 µM]	2%[38.3 µM]	-4%	16%
- O=C(c1ccccc1F)N1CCN(Cc2ccccc2F)CC1
    -14%	-2%	5%	7%	36%[38.3 µM]	u	-4%

This is a subset. The share of hits here may be higher or lower than overall.
